eIF4E 4G PPI – inhibitors of eIF4E and eIF4G interaction in translation initiation | P63073+Q04637 | TR-FRET eIF4E-eIF4GI(517-606) binding, 2 h | inhibition, % at 21.7 µM | actives 0.37% (n = 220,000);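 active = inhibition above about 30%, limit read from the data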;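 note: 0% = full FRET control wells and 100% = background wells lacking eIF4GI fragment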
Target sequence (P63073 whole entry, looked up, the tested form may be a part): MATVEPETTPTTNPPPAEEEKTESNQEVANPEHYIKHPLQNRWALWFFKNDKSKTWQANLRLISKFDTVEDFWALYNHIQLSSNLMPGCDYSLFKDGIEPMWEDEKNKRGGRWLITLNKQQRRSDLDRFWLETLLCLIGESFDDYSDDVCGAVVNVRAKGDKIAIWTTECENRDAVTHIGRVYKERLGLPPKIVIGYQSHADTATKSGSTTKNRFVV
Target sequence (Q04637 whole entry, looked up, the tested form may be a part): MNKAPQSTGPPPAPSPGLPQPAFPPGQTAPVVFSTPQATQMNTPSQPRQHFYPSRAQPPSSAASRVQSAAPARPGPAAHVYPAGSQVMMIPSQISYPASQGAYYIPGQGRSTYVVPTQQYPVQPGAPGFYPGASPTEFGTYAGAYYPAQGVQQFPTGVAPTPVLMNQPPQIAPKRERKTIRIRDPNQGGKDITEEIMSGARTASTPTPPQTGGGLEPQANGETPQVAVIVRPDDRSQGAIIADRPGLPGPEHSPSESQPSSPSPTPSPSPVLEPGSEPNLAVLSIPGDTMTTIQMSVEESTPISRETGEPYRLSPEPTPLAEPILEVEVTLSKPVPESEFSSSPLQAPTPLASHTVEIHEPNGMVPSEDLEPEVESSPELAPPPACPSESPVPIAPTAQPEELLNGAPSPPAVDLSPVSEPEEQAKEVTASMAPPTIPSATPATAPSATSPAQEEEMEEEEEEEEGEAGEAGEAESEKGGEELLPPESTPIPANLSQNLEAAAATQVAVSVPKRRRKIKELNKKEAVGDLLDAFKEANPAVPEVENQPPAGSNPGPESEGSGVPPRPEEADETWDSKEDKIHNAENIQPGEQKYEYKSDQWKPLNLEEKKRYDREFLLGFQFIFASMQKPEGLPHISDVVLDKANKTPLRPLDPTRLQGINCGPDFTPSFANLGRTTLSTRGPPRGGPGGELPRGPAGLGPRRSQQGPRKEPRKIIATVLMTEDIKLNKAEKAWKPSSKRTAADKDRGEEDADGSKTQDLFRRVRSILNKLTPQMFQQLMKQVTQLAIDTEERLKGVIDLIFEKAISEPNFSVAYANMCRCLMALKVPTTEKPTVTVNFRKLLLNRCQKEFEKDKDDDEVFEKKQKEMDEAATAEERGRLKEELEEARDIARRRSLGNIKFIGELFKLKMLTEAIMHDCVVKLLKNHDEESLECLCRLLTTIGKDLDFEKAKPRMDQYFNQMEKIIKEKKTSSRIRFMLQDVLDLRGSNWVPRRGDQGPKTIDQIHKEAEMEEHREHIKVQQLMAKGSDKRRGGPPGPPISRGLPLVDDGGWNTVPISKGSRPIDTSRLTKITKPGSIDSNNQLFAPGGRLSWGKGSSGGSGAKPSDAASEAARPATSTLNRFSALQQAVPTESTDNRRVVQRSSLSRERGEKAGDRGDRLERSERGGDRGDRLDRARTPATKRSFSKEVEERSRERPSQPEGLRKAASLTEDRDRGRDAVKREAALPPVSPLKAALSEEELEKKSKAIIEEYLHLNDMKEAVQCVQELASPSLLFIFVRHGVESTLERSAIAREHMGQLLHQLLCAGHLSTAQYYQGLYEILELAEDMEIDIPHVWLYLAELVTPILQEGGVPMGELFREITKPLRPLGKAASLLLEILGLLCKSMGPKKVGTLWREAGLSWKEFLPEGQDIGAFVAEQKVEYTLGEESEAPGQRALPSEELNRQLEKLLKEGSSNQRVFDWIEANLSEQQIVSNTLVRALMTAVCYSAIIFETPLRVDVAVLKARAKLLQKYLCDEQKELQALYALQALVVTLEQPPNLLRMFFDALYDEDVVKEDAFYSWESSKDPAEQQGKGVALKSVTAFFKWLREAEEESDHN
Hck-Nef inh – inhibitors of human Hck kinase activated by Nef; actives 0.68% (n = 220,000); P08631; Recombinant Hck-YEEI plus Nef, Z-Lyte FRET kinase assay; inhibition, % at 20 µM;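 active = Hck-Nef kinase inhibition above about 50%, limit read from the data; inactive = inhibition below that limit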;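 note: 0% = DMSO with Hck plus Nef and 100% = Hck alone without Nef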
Rad51 HR inh – Rad51 (human) homologous recombination inhibition. inhibition, % at 10 µM. hRad51 DNA strand exchange, fluorescence dequenching. Q06609. AID 1385. actives 0.085% (n = 200,000);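 active = inhibition above 40% at the single screening dose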;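 note: 0% = DMSO control wells and 100% = blanks with heterologous ssDNA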
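Material: hRad51 filaments on single-stranded DNA; Reagent: Donor/quencher-labelled 47-bp dsDNA substrate; Compound: 10 µM final, single point; Schedule: 37 °C 15-min filament assembly, 30-min compound preincubation, 15-min exchange; Technique: FRET fluorescence, excitation 485 nm, emission 520 nm; Benchmarks: control wells and blank wells on each plate.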
PGE2 EP2 inh – blocks the human prostaglandin E2 receptor EP2; P43116; C6 glioma cells expressing human EP2, cAMP TR-FRET; cells stimulated with saturating PGE2; inhibition, % at 25 µM; actives 0.52% (n = 260,000);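 active = percent inhibition above 40 after rounding to a whole number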;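 note: rat C6 glioma host cells with rolipram phosphodiesterase inhibitor present; the protocol text gives 20 µM as final concentration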
TbHK1 inh – blocks Trypanosoma brucei hexokinase 1 activity. inhibition, % at 10 µM. actives 0.11% (n = 220,000). recombinant TbHK1, G6PDH-coupled NADH A340. AID 1430;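 active = inhibition of 50% or more in the single-dose primary screen; inactive = inhibition below 50%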
Calpain2 inh – calpain II (pig) inhibition; purified calpain II, fluorogenic peptide substrate, 30 min; inhibition, % at 16 µM; actives 0.37% (n = 220,000); AID 1236;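 active = inhibition above about 50%, limit read from the data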
EP2 modulator – EP2 receptor (human) modulation; P43116; EP2-expressing cells, cAMP HTRF FRET, PGE2 co-stimulation; induction, % at 25 µM; actives 0.83% (n = 260,000);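 active = compounds whose cAMP rise, as percent of the full-agonist control response, exceeds 60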;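 note: rat C6 glioma line stably carrying human EP2 under a CMV promoter; the protocol text gives 20 µM as final concentration; 100% = response of wells given 1 µM PGE2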
L929 necroptosis – blocks zVAD induced death of L929 cells; AID 1377; L929 zVAD necroptosis rescue, ATP luminescence, 24 h; with zVAD 60 µM; viability rescue, % at 10 µM; actives 0.38% (n = 220,000);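 active = activation, scaled between plate controls, above about 75%, limit read from the data; inactive = activation under that limit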;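 note: 0% = zVAD with DMSO and 100% = DMSO alone without zVAD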
14-3-3 Bad inh – disrupts binding of bovine 14-3-3 zeta to phospho-Bad peptide; TR-FRET 14-3-3zeta/Dy647-pBad peptide displacement, 1 h; actives 0.71% (n = 220,000); inhibition, % at 21.7 µM; P63103; AID 781;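 active = inhibition above about 70%, limit read from the data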;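 note: 0% = full 14-3-3 plus peptide FRET controls and 100% = background without 14-3-3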
* hit, by the source's call; / = no result given; [ ] = dose if it differs, or a comment. Not all compounds are listed (hit frequency here may not be typical).

Screens in order: eIF4E 4G PPI	Hck-Nef inh	Rad51 HR inh	PGE2 EP2 inh	TbHK1 inh	Calpain2 inh	EP2 modulator	L929 necroptosis	14-3-3 Bad inh
1) O=C(CN1CCCCCC1)NCC1CCCO1 (stereo not drawn)
    8	12	-6	10	2	20	15	-0.9	52
2) CCOC(=O)N1CCC(N2Cc3cccc(C(=O)NCC4CCN(CC(C)C)C4)c3C2=O)CC1 (stereo not drawn)
    0	1	-8	11	8	-12	-23	-0.3	3
3) Cc1nc(C)c(-c2csc(Nc3cccnc3)n2)s1
    6	0	-7	9	-1	-15	-9	0.4	-3
4) CC1=NN(C(=O)c2c(Br)c(C)nn2C)C(O)(C(F)(F)F)C1 (stereo not drawn)
    -4[fluorescence artefact?]	6	7	9	0	4	22	0.1	-4
5) CC(=O)NC1CC2CCC(C1)N2Cc1ccc(C)cc1 (stereo not drawn)
    -17	-1	1	10	1	-20	0	-0.1	-10
6) COc1ccc(OC)c(NC(=S)NCC(c2cccnc2)N2CCOCC2)c1 (stereo not drawn)
    -2	20	1	5	-1	-13	4	1.1	-24
7) Cc1ccc(CCc2nnc(SCC(=O)Nc3cccc(Cl)c3)n2-c2ccccc2)o1
    -2	3	-2	7	5	-42	10	0.8	8
8) O=C(NC(=S)NNC(=O)c1ccc(Cl)cc1Cl)c1cccnc1
    0	1	-8	5	26	28	6	0.7	-12
9) COc1ccc(Nc2nc(CC(C)=O)ns2)cc1OC
    2	1	-3	15	5	17	1	-0.1	7
10) COc1ccc(C(=O)N/N=C/c2ccc3cccc(O)c3n2)cc1
    -6	8	/	6	-22	-23	-24	1.0	-16
11) CCc1cc(CNC(=O)CC2C(=O)NCCN2Cc2ccccc2C(F)(F)F)on1 (stereo not drawn)
    -6	-22	/	9	-8	-25	12	0.0	1
12) COC(=O)CCC(=O)OC1(C)C(=O)C=C2C=C(C3CC3)N(CCCCO)C=C2C1=O (stereo not drawn)
    -5	17	19	4	-22	9	-15	-0.7	-2
13) COc1ccccc1C1/C(=C(/O)c2ccccc2)C(=O)C(=O)N1CC(C)C (stereo not drawn)
    3	-11	2	7	-12	-4	39	0.8	3
14) CC1CCc2cc(F)ccc2N1C(=O)c1ccncc1 (stereo not drawn)
    -27	-3	11	2	-3	16	24	0.0	4[fluorescence artefact?]
15) COc1cc(NC(=O)COC(=O)CSc2ccccc2F)c(C)cc1[N+](=O)[O-]
    -2	1	8	0	-10	3	-13	0.0	5[fluorescence artefact?]
16) CC(C)c1cc(C(=O)OCC(=O)NC(=O)NCc2ccco2)c(O)c(C(C)C)c1
    1	24	-31	6	8	-1	54	-0.6	0
17) Cc1ccc(N=N/C(=C\O)C(=O)c2ccc(Cl)cc2)cc1
    0	27	4	6	-2	-52	89*	0.9	-9
18) CCC(=O)N1C(C(=O)N2CCCC2)CSC1c1ccc(OC)cc1 (stereo not drawn)
    7	-5	/	5	2	12	9	/	-1
19) COc1cccc(/C=C2\SC(=S)NC2=O)c1OS(=O)(=O)c1ccc(NC(C)=O)cc1
    -1	5	/	11	-4	14	-1	0.6	5
20) CN(C)CCCN1C(=O)C(O)=C(C(=O)c2cccs2)C1c1cccc([N+](=O)[O-])c1 (stereo not drawn)
    0	-2	7	6	-9	8	18	1.0	-10
21) COc1ccccc1C(=O)C1CCCN(C(=O)CSc2ccccn2)C1 (stereo not drawn)
    3	1	/	2	0	13	-17	0.1	-7
22) O=C(O)c1ccccc1OCCOCCOc1ccccc1C(=O)O
    4	7	1	4	8	17	13	0.7	19
23) Cc1ccc(C2=NN=C(NC(=O)CSc3nncn3C)SC2)cc1
    0	19	-4	6	-20	8	-11	-0.9	-8
24) CC1CC(C)CN(C(=O)/C=C/c2ccc([N+](=O)[O-])s2)C1 (stereo not drawn)
    16	28	14	8	-6	8	-5	-1.4	1
25) O=C(COC(=O)c1ccc(NS(=O)(=O)c2cccs2)cc1O)Nc1ccc(F)cc1
    -5	24	0	7	-4	27	-9	4.3	5
26) COc1cccc(OCc2nc(-c3cccc([N+](=O)[O-])c3)no2)c1
    2	-9	-7	4	-4	38	-29	3.5	-4
27) CCOC(=O)c1sc(-c2ccc(Br)cc2)cc1N
    -10	0	-3	13	-1	-21	43	0.1	-2
28) CCn1c(CNC(=O)c2cccs2)nnc1SCC(=O)NCCc1ccccc1
    -5	1	1	6	-3	11	1	0.0	-5
29) Cc1ccc(N(C(=O)c2csnn2)C(C(=O)NC(C)(C)C)c2ccccn2)cc1 (stereo not drawn)
    -5	23	7	2	-3	-8	-2	-0.1	-9
30) COc1ccc(Cl)cc1NC(=S)N1CCN(S(C)(=O)=O)CC1
    -7	23	-4	9	-4	-26	26	0.5	-11
31) COc1ccccc1/C=N/n1c(C)nnc1-n1nc(C)cc1C
    -6	1	-4	5	-9	-19	29	-1.0	3
32) O=C(O)CN1C(=O)SC(Nc2ccc(C(=O)O)cc2)C1=O (stereo not drawn)
    5	1	-7	12	-2	-12	18	-0.3	3[fluorescence artefact?]
33) O=C1c2ccccc2C(=O)c2cc(S(=O)(=O)Nc3ccccc3)ccc21
    3	-6	4	11	-3	1	-33	0.8	-7
34) Cc1ccc(NS(=O)(=O)c2ccc(NC(=O)c3cccs3)cc2)c(C)c1
    6	-3	-2	3	0	-4	-21	0.8	1
35) Cc1ccc(NC(=O)CCC(=O)NNC(=O)c2ccccc2[N+](=O)[O-])c(C)c1
    5	24	-5	2	-1	-19	-24	1.5	-9
36) CC(=O)c1c(O)ccc2c(-c3ccccc3)cc(=O)oc12
    3[fluorescence artefact?]	5	/	14	-5	-112	11	0.2	-8[fluorescence artefact?]
37) COC(=O)Cn1c(=NC(=O)c2sc3ccccc3c2Cl)sc2cc(S(N)(=O)=O)ccc21
    7	47	7	12	-28	4	12	1.1	86*[fluorescence artefact?]
38) O=C(CNC(=O)c1ccco1)N/N=C/c1cccs1
    -5	36	7	8	-11	-13	11	0.5	2
39) COC(CNC(=O)c1ccc2c(c1)nc(C)n2-c1cccc(F)c1)OC
    3	1	3	6	-2	10	8	0.2	-8[fluorescence artefact?]
40) O=C(O)/C=C/C(=O)NCCC1=CCCCC1
    -1	16	-7	7	8	37	6	0.9	6
41) Cc1cccc(CN2CCC(CNC(=O)C3CCCN(S(=O)(=O)c4cnc[nH]4)C3)CC2)c1 (stereo not drawn)
    8	-14	-10	11	3	4	17	3.3	-3[fluorescence artefact?]
42) CCOc1cc2[nH]c(=S)n(CCOC)c(=O)c2cc1OCC
    -12	-6	4	10	-11	3	-18	-0.5	5
43) CCN1CCCC1CNC(=O)CSCc1nc(-c2ccccc2C)oc1C (stereo not drawn)
    1	0	6	2	-4	-3	0	-0.1	0
44) COc1cccc(C(=O)Nc2nc3ccccc3[nH]2)c1
    5	-18	-8	24	-4	12	3	-1.7	-1
45) O=C(CSc1nnc(-c2ccccc2NC(=O)c2ccccc2)o1)OC1CCCCC1
    /	-5	8	7	-11	/	/	-1.4	/
46) CCOC(=O)c1cnn(-c2ccc(C)cc2)c1N
    -6[fluorescence artefact?]	8	-1	8	-7	-17	6	-0.8	-3
47) COc1ccc(-c2cc(C(=O)Nc3cc(OC)c(OC)c(OC)c3)no2)cc1OC
    -6	2	-18	11	2	-27	-9	1.1	-3
48) CCCn1c(N)c(C(=O)CSc2nnc(C)n2Cc2ccccc2)c(=O)n(C)c1=O
    -6	2	1	6	-1	-4	21	0.7	30
49) COc1ccc(OCC(=O)c2c(O)c3ccccc3oc2=O)cc1
    2	0	5	10	5	5	-10	0.3	27
50) O=C(O)CC(NC(=O)C(c1ccccc1)c1ccccc1)c1ccc(F)cc1 (stereo not drawn)
    2	6	/	2	-4	-28	35	-0.8	-5
51) O=C(Nc1ccc(Cl)c(Cl)c1)C1=Cc2ccccc2OC1
    -4	0	0	35	2	-86	-33	0.2	0
52) CCOC(=O)C1CCN(C(=O)CSC2=NCCS2)CC1
    1[fluorescence artefact?]	-2	/	/	-6	-20	2	-1.8	0
53) Cc1cccc(-n2nc3c(c2NC(=O)c2ccco2)CS(=O)(=O)C3)c1C
    -1	15	3	4	1	-5	2	0.6	-4
54) CC(=O)c1ccc(NC(=O)Nc2ccc(Cl)cc2)cc1
    2	1	-2	31	-1	1	-39	1.0	-4
55) Cc1cc(N/N=C/c2ccc(O)cc2O)nc(N2CCOCC2)n1
    -4	13	11	8	-99	-4	-35	2.4	0
56) Nc1ccc(CNc2ncn[nH]2)cc1
    1	22	5	5	-3	-21	18	0.4	4
57) COc1ccc(/C=C/C(=O)c2ccc3ccccc3c2O)cc1CN1CCOCC1
    2	1	-1	6	-17	-9	-11	0.7	23[fluorescence artefact?]
58) COc1ccccc1NC(=O)CSc1ncn(-c2ccccc2)n1
    0	5	-5	16	-6	23	-5	-0.1	-7
59) COc1ccc(-c2noc(CCC(=O)NC3CCCCC3)n2)cc1OC
    -2	2	6	6	-7	32	-15	3.0	-13
60) O=C1COc2ccc(C(=O)c3ccccc3C(=O)O)cc2N1
    0	1	13	6	2	26	19	0.5	1

Further entries
Screens in order: eIF4E 4G PPI	Hck-Nef inh	Rad51 HR inh	PGE2 EP2 inh	TbHK1 inh	Calpain2 inh	EP2 modulator	L929 necroptosis	14-3-3 Bad inh
61) COc1ccc(OC(C)C(=O)NCCc2nc3ccccc3[nH]2)cc1 (stereo not drawn)
    7	2	/	7	-1	25	17	/	4
62) Cc1cccc(C)c1OC(=O)CN(c1ccc(Cl)cc1)S(C)(=O)=O
    -1	1	0	9	-2	-23	5	0.1	-6
63) CN(C)c1c2ccccc2nc2c(F)c(F)c(F)c(F)c12
    1	12	-16	10	-6	-220	-11	11	3
64) CCSc1nc(=S)n(Cc2ccccc2)c(C)c1C(C)=O
    -1	6	/	9	-12	-8	23	-0.5	-6[fluorescence artefact?]
65) O=c1[nH]c(/C=C/c2cccnc2)c([N+](=O)[O-])c(=O)[nH]1
    2	26	11	2	-13	-15	25	4.3	-20
66) Cc1cc(NC(=O)CSc2nc(-c3ccccc3)cs2)no1
    -7[fluorescence artefact?]	1	-11	4	2	-25	4	0.0	4
67) COc1ccccc1NC(NC(=O)c1cccnc1)C(Cl)(Cl)Cl (stereo not drawn)
    2	-2	/	4	3	7	-11	-0.3	-5
68) Cc1cc(C(=O)NNC(=O)c2nn(C)c(=O)c3ccccc23)c(C)o1
    -1	-1	16	5	0	4	12	2.5	-8
69) O=C(COC(=O)/C=C/c1cccc(Cl)c1)Nc1ccccc1-c1ccccc1
    0	2	22	4	-1	41	-40	-0.2	-4[fluorescence artefact?]
70) O=C(O)c1ccc(CSc2ncn[nH]2)cc1
    -2	5	-6	12	-3	49	7	0.1	6
71) C/C(C/C(C)=C1/SC(=S)NC1=O)=C1\SC(=S)NC1=O
    2	75*	-2	12	-18	41	-24	0.7	37
72) COC(=O)NC1CSCC1OC(=O)CN1C(=O)c2ccccc2C1=O (stereo not drawn)
    -5	-13	-1	3	2	2	6	2.5	-2
73) CC1(C)C2(C#N)C(N)=NC3(OCCO3)C12C#N (stereo not drawn)
    -2	1	6	3	3	-15	-2	0.0	4[fluorescence artefact?]

Records 66–68, reprinted for reference:
Screens in order: eIF4E 4G PPI	Hck-Nef inh	Rad51 HR inh	PGE2 EP2 inh	TbHK1 inh	Calpain2 inh	EP2 modulator	L929 necroptosis	14-3-3 Bad inh
66) Cc1cc(NC(=O)CSc2nc(-c3ccccc3)cs2)no1
    -7[fluorescence artefact?]	1	-11	4	2	-25	4	0.0	4
67) COc1ccccc1NC(NC(=O)c1cccnc1)C(Cl)(Cl)Cl (stereo not drawn)
    2	-2	/	4	3	7	-11	-0.3	-5
68) Cc1cc(C(=O)NNC(=O)c2nn(C)c(=O)c3ccccc23)c(C)o1
    -1	-1	16	5	0	4	12	2.5	-8

Screens (PubChem)
